RAD54 branch: RAD54 (human) branch migration inhibition; Q92698; RAD54 Holliday junction branch migration, FAM/BHQ fluorescence; inhibition, % at 10.4 µM; 0.14% of 360,000 active; AID 602329;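 active means mean normalized replicate activity at least 40 and at least half of replicates scoring 40 or more; inconclusive means only one of the two criteria met; inactive means mean below 40 and under half of replicates reaching 40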;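 further: 0% = median of neutral control wells and 100% = median of positive control wells; inhibitors cause a drop in the FAM fluorescence signal; in these data hits start at about 50%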
Target sequence (Q92698 whole entry, looked up): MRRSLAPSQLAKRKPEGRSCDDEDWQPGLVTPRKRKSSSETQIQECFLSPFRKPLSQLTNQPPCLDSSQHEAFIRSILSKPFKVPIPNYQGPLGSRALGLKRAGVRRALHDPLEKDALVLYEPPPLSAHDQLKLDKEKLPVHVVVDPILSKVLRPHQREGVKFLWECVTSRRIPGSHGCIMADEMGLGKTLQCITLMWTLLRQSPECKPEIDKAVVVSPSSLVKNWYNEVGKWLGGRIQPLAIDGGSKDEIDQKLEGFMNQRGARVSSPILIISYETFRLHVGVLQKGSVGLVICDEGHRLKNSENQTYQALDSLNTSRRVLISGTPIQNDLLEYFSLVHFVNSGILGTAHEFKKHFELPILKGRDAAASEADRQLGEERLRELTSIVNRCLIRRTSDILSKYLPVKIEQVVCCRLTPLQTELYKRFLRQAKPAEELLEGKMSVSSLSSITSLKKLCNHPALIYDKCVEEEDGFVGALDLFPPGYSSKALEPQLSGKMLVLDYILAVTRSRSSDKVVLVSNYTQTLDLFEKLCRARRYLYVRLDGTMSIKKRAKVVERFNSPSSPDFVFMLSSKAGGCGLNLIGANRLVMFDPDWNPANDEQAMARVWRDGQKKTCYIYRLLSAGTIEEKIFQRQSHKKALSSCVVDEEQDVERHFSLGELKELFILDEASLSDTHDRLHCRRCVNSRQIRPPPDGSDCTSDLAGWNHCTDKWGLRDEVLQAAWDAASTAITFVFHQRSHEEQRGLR
E-sel inducer: E-selectin induction on HUVECs. AID 686992. activation, % at 7.58 µM. 0.37% of 260,000 active. HUVEC E-selectin immunofluorescence imaging; normalized: neutral wells 0, TNF-alpha wells 100;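 active means mean E-selectin-positive cell signal at least 10% of the positive control, reached in at least 60% of replicates, without over 20% cell loss; inconclusive means no rule given, readout overlaps actives, possibly toxicity-flagged; inactive means the rest, including those meeting only one limit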;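 further: in these data hits start at about 27%; measured in HUVEC primary endothelial cells; signal is the percent of cells scored E-selectin positive by PE staining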
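material = human umbilical vein endothelial cells (HUVEC), E-selectin induction | quantity = 3,000 cells/well | medium = EGM-2 growth medium on 0.1% gelatin-coated wells | technique = immunofluorescence imaging | read-out basis = % PE-positive cells | control set = TNF-alpha positive control, DMSO neutral control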
Xi reactivation: X-chromosome reactivation activator; XiGFP mouse fibroblasts, % GFP-positive cells imaging, 3 d; cells co-treated with 5-aza-dC sensitizer; scaled so ellipticine positive control = 100%; activation, % at 7.58 µM; 0.055% of 360,000 active;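 active means mean normalized replicate activation at least 10% and every replicate at or above 10%; inconclusive means only one of the two criteria met; inactive means mean below 10% and not all replicates reach 10%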;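 further: 0% = median of on-plate neutral control wells and 100% = ellipticine 6 µM median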
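Assay system – SV40-immortalized XiGFP fibroblast cells, line 68-5-11 · Buffer or medium – DMEM supplemented with 5-aza-dC as sensitizing agent · Dosing – one concentration, pinned · Benchmarks – positive control ellipticine, 6 µM final · Times – 3 days compound exposure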
esBAF inh: blocks esBAF chromatin remodeling in mouse ES cells. 2% of 350,000 active. reporter increase, % at 12.5 µM. Bmi1-luciferase knock-in reporter, 24 h; 100% = twice the neutral-well signal; in the data active means activation above about 40%; inconclusive means no clear call, values can overlap the other calls;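 further: 0% = median of the plate's neutral control wells and 100% = double that signal; a rise in the Bmi1 reporter signal indicates esBAF inhibition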
* = called active by the depositor; ? = inconclusive; . = not tested or not shown. The list is partial; count on the stated rates, not on these rows.

SMILES	RAD54 branch	E-sel inducer	Xi reactivation	esBAF inh
CCOC(=O)CC(NC(=O)c1cc2cccc(OC)c2oc1=O)c1cccc([N+](=O)[O-])c1 (centres undefined)	-5.6	5.1	0.2	.
CC1=NN(c2ccc(C)cc2C)C(=O)C1C(c1ccccc1O)C1C(=O)N(c2ccc(C)cc2C)N=C1C (centres undefined)	5.4	-0.1	0.0	.
COCCn1c(=NC(=O)c2ccc(S(=O)(=O)N3CCc4ccccc4C3)cc2)sc2cc(OC)ccc21	-1.6	0.0	0.1	.
O=C(/C=C\c1cccs1)c1c(O)ccc2ccc(=O)oc12	-4.3	3.0	0.1	.
Cc1ccccc1-n1c(SCc2cccc(F)c2)nc2[nH]ncc2c1=O	1.6	1.1	-0.1	.
CCCN1CCN(CCCNC(=S)Nc2ccc(OC)cc2)CC1	-2.0	0.0	-0.1	.
CCOc1cc(/C=C/c2nc3ccccc3s2)ccc1OCC(=O)N1CCOCC1	-5.3	0.5	-0.1	.
CC(C)c1ccc(NC(=O)Cn2cccc2C2=NC(c3ccccc3)CO2)cc1 (centres undefined)	-4.1	-0.4	-0.1	.
CCc1ccc(NC(=S)N(CCCN2CCOCC2)Cc2ccccn2)cc1	-2.2	1.5	0.0	.
CC1CCCN(C(=S)NCc2ccccc2)C1 (centres undefined)	-3.3	-0.3	0.0	.
CC1CC(=O)N(C)c2ccc([N+](=O)[O-])cc2N1 (centres undefined)	-7.6	-1.4	0.0	.
Cc1cc(CN2C(=O)c3ccccc3C2=O)no1	-4.7	-0.4	-0.1	.
CC[C@@H](C)C(NC(=O)OC(C)(C)C)c1cn([C@@H](Cc2ccc(O)cc2)C(=O)N2CCN(C(=O)OC(C)(C)C)CC2)nn1 (some centres undefined)	-5.7	1.2	0.0	.
CC1(C)OC(C)(C)/C(=C/Nc2ccc(O)cc2)C1=O	-7.8	0.1	0.0	.
CC(C)OC(=O)c1ccc(S(N)(=O)=O)o1	5.8	0.2	0.0	.
O=C(Cc1ccccc1)Nc1cc(Cl)ccc1Sc1ccccc1	4.0	0.5	-0.2	.
COC(=O)NNC(=S)NCc1ccc(C)cc1	-11.0	-0.3	0.2	.
O=C(/C=C/c1ccco1)Nc1ccc(-c2nc3ccccc3[nH]2)cc1	4.5	0.3	0.0	.
Cc1ccc(-n2nnnc2/C=C\Nc2cc(C)on2)cc1	-6.2	-0.4	-0.1	.
CCOC(=O)C/C(C)=N/NC(=O)Nc1ccccc1	-1.4	0.4	0.6	.
Fc1ccccc1NC(=S)N1CCN(c2ccccn2)CC1	0.6	1.1	0.0	.
CCOc1ccccc1NC(=O)CCCN1C(=S)NC(C)(C)CC1C (centres undefined)	2.8	-1.2	-0.1	.
Cc1[nH]c2ccccc2c1C(=O)CSC(=S)N(C)C1CCCCC1	-3.2	3.0	0.7	.
Cc1ccc(N2C(=O)C(O)(C(F)(F)F)C3=C2CC(C)(C)CC3=O)cc1 (centres undefined)	-4.7	0.4	0.0	.
Cn1c(=O)n(C)c2cc([N+](=O)[O-])c(N3CCN(C(=O)c4cccc(Cl)c4)CC3)cc21	-7.8	1.4	-0.2	.
O=C(NCCO)C(=O)NCC1OCCCN1S(=O)(=O)c1cccs1 (centres undefined)	-7.0	0.0	0.1	.
O=C(NCc1cccc(Br)c1)c1cc(-c2ccccc2)nn1CC1CC(c2cccc([N+](=O)[O-])c2)=NO1 (centres undefined)	7.1	1.2	0.0	.
Cc1occc1C(=O)NNC(=O)C1CCCCC1	-3.9	-0.1	0.0	.
Cc1nc2ccccn2c1C(=O)N/N=C/c1ccc2c(c1)OCO2	3.3	3.8	0.1	.
Cc1ccc2[nH]c(C)c(CCNC(=O)C3CCCCC3C(=O)OCC(F)(F)F)c2c1 (centres undefined)	6.4	-0.3	-0.1	.
CCCC1OC23CCCCC2C(C#N)(C#N)C1(C#N)C(=N)O3 (centres undefined)	-20.0	0.0	0.0	.
CCOc1cc(Cl)c(NC(=O)CC)cc1OCC	-7.9	-0.2	0.1	.
NS(=O)(=O)c1ccc(CCN=Cc2ccccc2O)cc1	-1.4	0.0	-0.2	.
Cc1ccc2c(c1)c(=O)c(Br)c(C)n2Cc1ccccc1	14.2	-0.4	0.0	.
O=C(N/N=C/c1ccccn1)C12CC3CC(CC(C3)C1)C2	-5.2	0.2	0.0	.
O=S(=O)(c1ccccc1)N1CCCCN2[C@@H](CO)[C@@H](c3ccc(C#Cc4ccccc4)cc3)[C@@H]2C1	1.6	-0.9	0.8	.
Cc1sc2c(c1C)c(=O)n(-c1ccc(Cl)cc1)c(=O)n2Cc1cc(=O)n2ccccc2n1	-6.7	1.5	0.1	.
Cc1nn(-c2ccccc2)c(N2CCCC2)c1/C=N/NC(=O)c1cc(-c2cccnc2)nc2ccccc12	-3.8	-0.1	-0.1	.
CCOc1cc(N2CCOCC2)c(OCC)cc1NC(=O)COC(=O)c1cc2ccccc2cc1O	-8.8	-0.1	-0.1	.
CCC(C)NCCCCOc1ccc(Cl)cc1C (centres undefined)	1.6	?	-0.1	.

Overlap with the part before: 5 compounds; new compounds follow.
SMILES	RAD54 branch	E-sel inducer	Xi reactivation	esBAF inh
O=S(=O)(c1ccccc1)N1CCCCN2[C@@H](CO)[C@@H](c3ccc(C#Cc4ccccc4)cc3)[C@@H]2C1	1.6	-0.9	0.8	.
Cc1sc2c(c1C)c(=O)n(-c1ccc(Cl)cc1)c(=O)n2Cc1cc(=O)n2ccccc2n1	-6.7	1.5	0.1	.
Cc1nn(-c2ccccc2)c(N2CCCC2)c1/C=N/NC(=O)c1cc(-c2cccnc2)nc2ccccc12	-3.8	-0.1	-0.1	.
CCOc1cc(N2CCOCC2)c(OCC)cc1NC(=O)COC(=O)c1cc2ccccc2cc1O	-8.8	-0.1	-0.1	.
CCC(C)NCCCCOc1ccc(Cl)cc1C (centres undefined)	1.6	?	-0.1	.
CS(=O)(=O)Nc1ccc(C2=NN(S(C)(=O)=O)C(c3ccccc3)C2)cc1 (centres undefined)	1.5	-0.6	0.1	.
NC(N)=N/N=C/c1cc([N+](=O)[O-])ccc1O	3.8	2.2	0.2	.
O=c1oc2ccc3ccccc3c2cc1-c1nnc(-c2cccs2)o1	1.4	0.2	0.0	.
Cc1ccc(CNC(=O)C(NS(=O)(=O)c2cccc3nsnc23)c2ccccc2)cc1 (centres undefined)	4.5	0.0	0.1	.
COc1ccc(OC)c(C(=O)c2ccc(C(=O)Nc3ccccc3)cc2)c1	-2.4	-0.1	0.0	.
O=C(O)C[C@@H]1C=C[C@H](NC(=O)c2ccccc2F)[C@@H](CO)O1	.	0.1	-0.4	2.2
C[C@@H]1CN([C@H](C)CO)C(=O)c2cc(-c3ccncc3)cnc2O[C@H]1CN(C)C(=O)C1CC1	.	-0.1	0.7	-3.4
CO[C@H]1CN(C)C(=O)c2cc(NS(=O)(=O)c3ccc(Cl)cc3)ccc2OC[C@H](C)N(C(=O)NC(C)C)C[C@@H]1C	.	0.4	0.3	-5.0
CCCC#Cc1ccc2c(c1)O[C@H](CN(C)C(=O)CN(C)C)[C@H](C)CN([C@@H](C)CO)S2(=O)=O	.	-1.0	0.6	1.5
CCc1cccc(OCCn2ccnc2)c1	.	0.9	-0.1	0.9
CCC(=O)Nc1ccc2c(c1)OC[C@@H](C)N(C(=O)COC)C[C@H](C)[C@@H](OC)CN(C)C2=O	.	-0.2	0.1	-1.1
COc1ccc(NC(=O)Nc2cccc3c2O[C@H](CN(C)Cc2ccc(Cl)c(Cl)c2)[C@@H](C)CN([C@H](C)CO)C3=O)cc1	.	13.2	0.8	-1.7
C[C@H](CO)N1C[C@H](C)[C@H](CN(C)C(=O)C2CCCCC2)Oc2cc(Br)ccc2S1(=O)=O	.	-0.4	-0.2	-0.3
COCC(=O)N[C@@H]1C=C[C@H](CC(=O)N2CCCCC2)O[C@@H]1CO	.	0.1	0.0	-1.7
CO[C@@H](C(=O)N(C)C[C@H]1OCc2ccccc2-c2c(n(C)c3ccccc23)C(=O)N([C@@H](C)CO)C[C@H]1C)c1ccccc1	.	4.0	0.2	13.3
C[C@@H]1CCCCO[C@H](CN(C)Cc2ccncc2)[C@@H](C)CN([C@@H](C)CO)C(=O)c2cc(NC(=O)CCCN(C)C)ccc2O1	.	-0.1	-1.0	4.0
COc1ccc(S(=O)(=O)N(C)C[C@@H]2Oc3ccc(NC(=O)NC(C)C)cc3C(=O)N([C@@H](C)CO)C[C@H]2C)cc1	.	0.0	0.1	1.6
CNC[C@@H]1OCCCC[C@@H](C)Oc2ccc(NC(=O)CCCN(C)C)cc2C(=O)N([C@H](C)CO)C[C@@H]1C	.	-0.1	0.3	1.2
C[C@@H]1CN([C@@H](C)CO)C(=O)c2cc(NC(=O)Nc3ccccc3)ccc2O[C@H]1CN(C)Cc1ccc(Cl)c(Cl)c1	.	-0.1	-0.1	26.1
C[C@@H]1CN([C@H](C)CO)C(=O)CCCn2cc(nn2)CO[C@@H]1CN(C)Cc1cccc2c1OCCCO2	.	-0.2	-0.4	-6.6
CO[C@@H]1CN(C)C(=O)c2ccc(NC(=O)c3ccc(Oc4ccccc4)cc3)cc2OC[C@@H](C)N(C(C)=O)C[C@H]1C	.	0.1	0.5	10.7
CCCNC(=O)C[C@@H]1CC[C@@H]2[C@@H](COc3ccc(NC(=O)c4ccc(C(F)(F)F)cc4)cc3C(=O)N2C)O1	.	0.1	0.0	-3.8
CC(C)NC(=O)Nc1ccc2c(c1)C(=O)N([C@@H](C)CO)C[C@H](C)[C@@H](CN(C)C(=O)C1CCCCC1)OCCCC[C@H](C)O2	.	-0.3	0.0	3.5
C[C@H](CO)N1C[C@H](C)[C@H](CN(C)C(=O)c2ccc(F)cc2)Oc2cc(C3=CCCC3)ccc2S1(=O)=O	.	-0.2	-0.1	-0.7
C[C@H](CO)N1C[C@H](C)[C@@H](CN(C)Cc2ccncc2)Oc2cc(-c3ccncc3)ccc2S1(=O)=O	.	0.2	-0.4	-8.2
C[C@@H](NC(=O)C[C@H]1C[C@@H]2c3cc(NC(=O)c4ccc5c(c4)OCO5)ccc3O[C@@H]2[C@H](CO)O1)c1ccccc1	.	-0.1	0.1	2.8
C[C@@H]1CN([C@@H](C)CO)C(=O)CCCn2cc(nn2)CO[C@@H]1CN(C)S(=O)(=O)c1ccc2ccccc2c1	.	0.6	-0.4	8.8
C[C@@H]1CN([C@H](C)CO)C(=O)c2cc(N(C)C)ccc2O[C@@H](C)CCCCO[C@H]1CN(C)C(=O)Nc1ccccc1	.	-0.1	0.0	-4.3
CN1C(=O)c2cc(NC(=O)Nc3ccccc3F)ccc2OC[C@@H]2O[C@@H](CC(=O)NCCc3ccncc3)CC[C@H]21	.	0.1	0.0	0.6
C[C@H](O)C#Cc1ccc2c(c1)O[C@@H](CN(C)CC1CC1)[C@H](C)CN([C@@H](C)CO)S2(=O)=O	.	1.0	-0.9	0.2
CO[C@H]1CN(C)C(=O)c2ccc(NC(C)=O)cc2OC[C@H](C)N(Cc2cncnc2)C[C@H]1C	.	0.2	0.1	2.2
C[C@@H]1CCCCO[C@H](CN(C)C(=O)c2ccccc2)[C@@H](C)CN([C@@H](C)CO)C(=O)c2cc(NS(C)(=O)=O)ccc2O1	.	0.0	-0.6	-6.5
CO[C@@H]1CN(C)C(=O)c2ccc(NS(=O)(=O)c3ccc(C)cc3)cc2OC[C@@H](C)N(C(=O)NC(C)C)C[C@H]1C	.	0.0	0.0	-3.8
C/C=C/c1ccc2c(c1)O[C@H](CN(C)C(=O)Cc1cccnc1)[C@@H](C)CN([C@H](C)CO)S2(=O)=O	.	-0.2	0.8	3.6
CCC(=O)Nc1ccc2c(c1)C(=O)N(C)[C@@H]1CC[C@@H](CC(=O)N3CCc4ccccc4C3)O[C@H]1CO2	.	0.0	0.0	-1.3
C[C@H](CO)N1C[C@H](C)[C@H](CN(C)CC2CC2)OCCCC[C@H](C)Oc2ccc(NC(=O)Nc3ccc(F)cc3)cc2C1=O	.	0.2	0.2	-9.3
CNC[C@@H]1OCCCC[C@H](C)Oc2ccc(NC(=O)C3CCCCC3)cc2C(=O)N([C@H](C)CO)C[C@@H]1C	.	-0.2	-0.1	-0.9
Cc1ccc(S(=O)(=O)N(C)C[C@H]2Oc3ccc(NS(=O)(=O)c4cn(C)cn4)cc3CC(=O)N([C@H](C)CO)C[C@H]2C)cc1	.	0.2	-0.9	3.1
Cc1noc(C)c1NC(=O)Nc1ccc2c(c1)C(=O)N([C@H](C)CO)C[C@H](C)[C@H](CN(C)C(=O)Nc1ccccc1)O2	.	0.3	0.0	-2.9
